Screening results deposited in PubChem BioAssay by several laboratories.
DAX1 inh-1: DAX1 (NR0B1) inhibitors, primary screen, cell-based, HEK293, Gal4-DAX1, luciferase luminescence. HEK293 Gal4-DAX1 luciferase reporter. inhibition, % at 6.75 µM. 340,000 compounds, 0.99% hits. AID 504766, 2011;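 active means inhibition above the mean over all tested compounds plus 3 SD, cut at about 4.2% in these data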;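 further: 0% = DAX1-transfected cells with DMSO and 100% = empty-vector control cells with DMSO; inhibition shows as a rise in luminescence from relieved DAX1 repression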
Target sequence (P51843 207-470 limits assumed): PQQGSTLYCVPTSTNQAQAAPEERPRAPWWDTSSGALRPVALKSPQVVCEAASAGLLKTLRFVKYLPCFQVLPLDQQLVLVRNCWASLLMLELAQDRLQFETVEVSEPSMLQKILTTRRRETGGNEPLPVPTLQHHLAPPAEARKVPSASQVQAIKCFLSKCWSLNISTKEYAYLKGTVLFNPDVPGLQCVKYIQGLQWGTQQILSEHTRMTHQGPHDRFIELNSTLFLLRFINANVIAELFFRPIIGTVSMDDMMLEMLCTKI
DAX1 inh-2: DAX1 (NR0B1) inhibitors on StAR promoter, primary screen, cell-based, luminescence, SF-1 (NR5A1), full-length DAX-1; HEK293T StAR-luciferase reporter, SF-1/DAX-1 repression relief; AID 652010, 2013; inhibition, % at 6.8 µM; 370,000 compounds, 1.1% hits;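 active means inhibition above the mean over all tested compounds plus 3 SD, cut at about 3.6% in these data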;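 further: 0% = DAX-1 cells with DMSO and 100% = cells lacking DAX-1 with DMSO; higher inhibition means more luminescence from relief of DAX-1 repression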
NR1D1 modulator: modulators of Rev-erb alpha DNA binding, primary screen, biochemical, FITC-DNA, fluorescence polarization, uHTS. AID 1259318, 2017. 370,000 compounds, 0.79% hits. Nuclear receptor subfamily 1 group D member 1 (Homo sapiens), P20393. activity, % at 10 µM. Rev-erbα–FITC-DNA binding, 90 min;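 active means activity above about 14%, limit read from the data; passing the limit was not always enough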;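 further: 0% = DMSO wells with 35 nM protein and 100% = DMSO wells with 750 nM protein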
hgDAF-12 ag: H. glycines DAF-12 receptor agonists, primary screen, cell-based, luminescence, HEK293, GAL4 fusion, UAS-luciferase | Nuclear hormone receptor DAF-12 (Heterodera glycines), GAL4 fusion | HEK293 GAL4-hgDAF12 UAS-luciferase reporter, agonist luminescence; normalized to butyrate control | activation, % at 6.8 µM | 370,000 compounds, 1.8% hits;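 active means activation above a cutoff set at the mean of all screened compounds plus 3 SD, cut at about 10% in these data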;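 further: 0% = DMSO wells and 100% = sodium butyrate wells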
hcDAF-12 act: H. contortus DAF-12 nuclear receptor activators, primary screen, cell-based, luminescence, HEK293, lit1-tk-luc reporter; HEK293 hcDAF-12 lit1-tk-luc reporter; 0% DMSO, 100% Δ7-dafachronic acid; activation, % at 6.8 µM; 370,000 compounds, 1.4% hits; AID 652067, 2013;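 active means activation above the mean of all tested compounds plus 3 SD, cut at about 5.5% in these data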;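 further: 100% = response to 3 µM Δ7-dafachronic acid high control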
SMARCA2 act: SMARCA2 (BRM) function activators, primary screen, cell-based, luminescence, high throughput; MG213 cells, MMTV-luciferase reporter, dexamethasone, overnight; activation, % at 9.1 µM; 370,000 compounds, 1% hits; AID 652017, 2013; in the data active means activation above about 7.8%;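 further: 0% = vehicle wells and 100% = reference activator wells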
ssDAF12 agonist: S. stercoralis DAF-12 nuclear receptor activators, primary screen, cell-based, luminescence, HEK293, GRIP1 co-expression, lit1-tk-luc. HEK293 ssDAF-12/GRIP1 lit1-tk-luc reporter; % of 3 µM dafachronic acid response. activation, % at 6.8 µM. 370,000 compounds, 1% hits. AID 652126, 2013;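 active means activation above the mean over all tested compounds plus 3 SD, cut at about 0.9% in these data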;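 further: 0% = DMSO-only wells and 100% = 3 µM delta7-dafachronic acid wells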
sPLA2-III inh: human group III sPLA2 inhibitors, primary screen, biochemical, QFRET, BODIPY PC-A2 liposome substrate | QFRET BODIPY PC-A2 liposome hydrolysis, fluorescence | 370,000 compounds, 0.56% hits | inhibition, % at 12.2 µM | AID 743126, 2013 | Group 3 secretory phospholipase A2 (Homo sapiens), Q9NZ20;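 active means inhibition above mean plus 3 SD of compounds lying within the high and low control bounds, cut at about 19% in these data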;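 further: 0% = median of test compound wells and 100% = no enzyme DMSO wells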
Target sequence (Q9NZ20 whole entry, looked up): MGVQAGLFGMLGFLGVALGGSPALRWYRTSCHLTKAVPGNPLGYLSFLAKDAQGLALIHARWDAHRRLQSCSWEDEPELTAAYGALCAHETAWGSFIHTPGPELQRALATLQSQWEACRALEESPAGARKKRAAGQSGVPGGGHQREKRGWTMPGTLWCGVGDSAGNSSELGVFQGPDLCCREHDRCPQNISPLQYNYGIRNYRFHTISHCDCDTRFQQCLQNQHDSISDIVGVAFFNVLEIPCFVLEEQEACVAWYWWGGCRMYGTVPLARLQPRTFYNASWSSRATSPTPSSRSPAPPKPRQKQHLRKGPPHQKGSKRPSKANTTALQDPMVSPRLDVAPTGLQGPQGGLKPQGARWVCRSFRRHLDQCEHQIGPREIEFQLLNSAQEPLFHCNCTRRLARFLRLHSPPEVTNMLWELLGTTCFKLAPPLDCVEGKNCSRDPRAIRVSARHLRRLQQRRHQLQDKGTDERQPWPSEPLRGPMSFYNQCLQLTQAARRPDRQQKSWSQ
FXN GAA850 act: FXN promoter activators, primary screen, cell-based, luciferase luminescence, HEK293 lucGAA850; HEK293 lucGAA850 FXN promoter luciferase reporter, 24 h; percent of 10 µM SAHA response; activation, % at 6 µM; 360,000 compounds, 0.56% hits; AID 540364, 2011;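 active means activation above the average of all compounds screened plus 3 SD, cutoff fixed separately per campaign, cut at about 7.5% in these data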;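 further: 0% = DMSO wells and 100% = 10 µM SAHA wells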
PG9 Ab binder: binders of HIV-1 gp120 antibody PG9, primary screen, biochemical, TR-FRET; HIV-1 gp120 / PG9 antibody interaction; TR-FRET gp120-PG9 antibody binding; inhibition, % at 6.7 µM; 360,000 compounds, 0.43% hits; AID 624416, 2012; in the data active means inhibition above about 8.5%
PLC-beta3 inh: human PLC-beta3 inhibitors, primary screen, biochemical, fluorescence | Purified PLC-beta3, fluorogenic substrate | inhibition, % at 12.2 µM | 370,000 compounds, 0.18% hits; in the data active means inhibition above about 11%;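 further: 0% = median of compound wells on plate and 100% = full blocker control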
Starred values were filed as active, the others as inactive; . = no result given.

SMILES | DAX1 inh-1 | DAX1 inh-2 | NR1D1 modulator | hgDAF-12 ag | hcDAF-12 act | SMARCA2 act | ssDAF12 agonist | sPLA2-III inh | FXN GAA850 act | PG9 Ab binder | PLC-beta3 inh
COc1ccc(OC)c(-c2nc(CN3CCCCC3c3cccnc3)c(C)o2)c1 (configuration not stated) | -0.6 | -0.1 | -1 | 0.5 | -0.5 | 0 | -1.5 | -3 | -0.3 | -0.2 | -19
Cc1cccc(NC(=O)COC(=O)c2ccccc2SCC(=O)N2CCCC2)c1 | 0.1 | 0.8 | -2 | 1.1 | 0.2 | -1 | -0.6 | -11 | 1.6 | -0.4 | -2
CCCCCCCCN1C(=O)[C@H](CC(=O)NCc2ccccc2)C[C@@]2(C(=O)OCC)CCC=C12 | . | -0.1 | 5 | 0.5 | 0.5 | -6 | -1.4 | -15 | . | 0.2 | -1
O=c1cc(Cc2ccccc2)[nH]c(=S)[nH]1 | 0.4 | -0.3 | -2 | 0.5 | -2.6 | -2 | -1.2 | 16 | -0.8 | -1.3 | -1
O=[N+]([O-])c1cnc(Sc2ccncn2)c([N+](=O)[O-])c1 | 2.2 | -0.3 | -1 | -0.5 | 1.8 | 0 | -0.2 | 1 | 0.4 | -1.1 | -18
N#CC1=C(N)Oc2n[nH]c(-c3cccs3)c2C1c1ccsc1 (configuration not stated) | -0.5 | 0.0 | -4 | 0.3 | 1.4 | -1 | -0.4 | -7 | 2.9 | -1.5 | -12
Cc1ccc(NS(=O)(=O)c2cc(C(=O)Nc3cccc(N(C)S(C)(=O)=O)c3)ccc2C)c(C)c1 | -0.7 | -0.8 | 2 | -2.0 | -2.8 | -1 | -1.5 | -51 | -1.4 | 0.3 | 3
CC(=O)n1nc(-c2cccnc2)nc1NCc1cccs1 | 1.2 | 0.1 | -1 | -3.5 | -0.6 | -1 | -0.9 | 15 | 1.5 | 1.1 | -2
Cn1c(=O)[nH]c(=O)c2c1nc(NCc1ccccc1)n2CCCc1ccccc1 | 0.6 | 0.0 | 3 | -0.6 | -1.3 | 1 | -1.2 | -2 | 2.7 | -0.9 | 4
CN(C)c1ccc(-c2csc(C(O)c3cccc(Cl)c3)n2)cc1 (configuration not stated) | . | -1.5 | -4 | 1.7 | -1.6 | -5 | -1.3 | 6 | 1.4 | -1.2 | -5
CCC(=O)NC1(C(F)(F)F)C(=O)Nc2c1c(=O)[nH]c(=O)n2Cc1ccco1 (configuration not stated) | 0.5 | 0.1 | 1 | -2.6 | 1.2 | -3 | -1.0 | 13 | -0.2 | 2.3 | 5
O=C(c1cc(Cl)nc2ccccc12)N1CCN(S(=O)(=O)c2cccc(C(F)(F)F)c2)CC1 | 0.5 | 0.8 | 2 | 1.4 | 2.0 | -1 | 0.0 | 4 | 0.0 | -0.3 | -8
Cc1c(C)c2ccc(OCc3ccc(C(=O)O)o3)c(C)c2oc1=O | -2.4 | -0.5 | 4 | 2.3 | 0.5 | 0 | -1.5 | 4 | 0.6 | 0.4 | -182
COc1ccc(Cc2nc3ccc(S(N)(=O)=O)cc3[nH]2)cc1OC | . | 0.0 | -3 | 2.0 | -0.4 | 1 | -1.4 | -2 | . | 0.1 | -8
COc1ccccc1NC(=O)COC(=O)c1ccccc1SCC(=O)N1CCCC1 | 0.4 | 0.6 | 6 | 0.6 | 1.8 | 2 | -0.6 | -2 | 2.7 | -2.8 | -1
OCCCCNCc1cc(Br)ccc1OCc1ccccc1 | 0.5 | 0.2 | 8 | 0.3 | -1.4 | 2 | -1.4 | -7 | -0.9 | -2.0 | -2
CCCn1c(SCC(=O)N2CCN(c3ccccc3)CC2)nc2ccccc2c1=O | -1.8 | -0.7 | -2 | 0.4 | -0.6 | -4 | -1.5 | -3 | 1.1 | 1.5 | -3
CCN1C(=O)N/C(=C/c2cc(C)n(Cc3ccccc3)c2C)C1=O | -1.3 | -0.5 | 0 | 6.0 | -1.0 | 4 | -1.9 | 3 | -3.6 | -3.8 | -61
COc1ccc(C(=O)NC2=NCCS2)cc1 | 1.4 | 2.0 | 3 | 12* | 0.0 | 1 | 0.0 | 4 | 5.1 | 0.3 | -14
COC(=O)C1=C(C)N(Cc2ccccc2C(F)(F)F)C(=NCc2ccc(OC)cc2)NC1c1cccc(C(F)(F)F)c1 (configuration not stated) | . | -2.2 | 3 | -1.7 | 0.0 | -4 | -1.1 | -11 | . | 25* | 4
Cn1c(SCC(=O)NCC2CCCO2)ncc(C(=O)Nc2ccc(Cl)cc2)c1=O (configuration not stated) | 3.3 | -0.1 | 24* | 3.5 | 4.4 | 2 | 0.2 | -1 | -0.1 | -2.9 | -8
Cc1cccc(NS(=O)(=O)c2ccc3oc(=O)ccc3c2)c1C | -0.2 | 0.0 | 6 | -3.1 | -1.9 | 0 | -1.3 | -7 | -0.7 | 0.8 | -2
COc1cccc(-c2csc(N3CCN(C(=O)Nc4ccc(Cl)cc4)CC3)n2)c1 | -2.5 | -1.1 | 3 | 2.5 | -1.7 | -4 | -1.4 | 0 | 1.9 | -0.6 | -5
Cc1cc(C)c(S(=O)(=O)N2CCC(C(N)=O)CC2)cc1C | 1.3 | 0.7 | -3 | -0.8 | -0.5 | 1 | -1.3 | -2 | 0.1 | -1.9 | -1
CC(=O)Nc1ccc(S(=O)(=O)O)c(OC(C)=O)c1 | 0.0 | -0.5 | -1 | -1.9 | 0.2 | -3 | -1.2 | 10 | 0.1 | 0.8 | -2
CN(C)CCCN(C(=O)c1cc2cc([N+](=O)[O-])ccc2s1)c1nc2cc3c(cc2s1)OCCO3 | 0.4 | 1.3 | -6 | 1.1 | -0.3 | 4 | -0.6 | -5 | 1.2 | -1.2 | -10
Nn1c(Cc2cccc3ccccc23)nnc1SCc1c(Cl)cccc1Cl | -0.6 | -0.2 | -2 | -3.9 | -0.6 | 0 | -1.5 | -9 | 2.2 | -0.9 | 2
CCOC(=O)C1(CC2CCCCO2)CCN(C(=O)Nc2ccc(C(=O)OC)cc2)CC1 (configuration not stated) | 0.7 | 0.0 | 4 | 0.6 | -1.2 | -3 | -2.0 | 5 | -0.2 | 1.3 | -10
O=C1c2ccc(Oc3cccc([N+](=O)[O-])c3)cc2C(=O)N1c1ccccn1 | -0.2 | -0.6 | -2 | -2.8 | -0.7 | -2 | -1.1 | 1 | 1.5 | -1.8 | 1
Cc1ccccc1-n1nc(C)c2c(C(=O)NN)cc(-c3ccncc3)nc21 | 2.8 | 0.2 | 0 | -0.9 | -0.2 | -2 | -2.1 | -2 | 1.3 | -0.6 | -38
CCOC(=O)N1CCN(Cc2ccccc2F)CC1 | -0.8 | 0.1 | 2 | -0.5 | -1.9 | -1 | -1.9 | 2 | 0.7 | -1.7 | 0
CC(=O)Nc1cccc(C(=O)NNC(=O)c2ccc(NS(=O)(=O)c3cccs3)cc2)c1 | -0.1 | -0.3 | -7 | -2.6 | -1.7 | 2 | -0.5 | -6 | 0.1 | -2.2 | -2
CCn1c(COc2ccc3c(c2)OCO3)nnc1SCC(=O)O | 0.6 | 0.2 | 1 | 0.9 | -1.6 | 0 | -1.3 | 5 | 1.9 | 0.4 | 0
CN(C)C(=O)c1cc(C(=O)c2ccc(F)cc2C(F)(F)F)c[nH]1 | -1.6 | -0.6 | -2 | -4.4 | -3.4 | -5 | -1.1 | 7 | 0.9 | 0.2 | -2
CCOc1ccc2nc(NC(=O)CSc3nnnn3C3CCCCC3)sc2c1 | -0.4 | -0.1 | 1 | 4.8 | 0.0 | 0 | -1.1 | -25 | 2.2 | -0.9 | -1
COc1ccc(C(C(=O)NC(C)(C)C)N(C(=O)Cn2nnc3ccccc32)c2cccc(C(C)=O)c2)cc1O (configuration not stated) | 2.1 | 0.2 | 3 | -2.3 | -1.6 | -3 | -1.5 | -38 | -5.7 | 1.2 | -7
COc1cc(C(=O)OCCN2CCCCC2)ccc1O | -0.3 | 0.5 | 1 | -0.1 | -0.2 | 1 | -1.0 | 8 | -0.7 | -0.2 | 5
CCOC(=O)c1cc(C#N)c(C)nc1N(CC)CC | -2.4 | -0.7 | 4 | 1.6 | 0.9 | -3 | -0.9 | 0 | 1.8 | 1.0 | -8
O=C(Nc1ccc(Br)cc1)C1CCN(C(=O)c2ccco2)CC1 | -0.8 | -0.2 | -6 | 0.6 | -1.2 | -4 | -0.2 | 5 | 2.3 | 1.1 | -7
CCn1cc(CN2CCC(n3nccc3NC(=O)Cc3ccccc3)CC2)c(C)n1 | -0.4 | -0.2 | 2 | 4.8 | 2.0 | -2 | -1.3 | -5 | -0.2 | -1.7 | -6
CC(C)(C)NC(=O)Cn1c(SCC(=O)NCc2cccs2)nc2ccccc21 | -1.0 | -1.0 | 6 | -1.1 | 0.3 | -1 | -1.1 | -1 | -1.0 | 0.2 | 5
O=C(/C=C1\NC2(CCCC2)Cc2ccccc21)C(=O)N/N=C/c1ccc(O)c(O)c1 | -2.7 | -1.0 | -4 | -2.9 | -1.8 | -6 | -2.0 | -8 | 7.4 | -5.5 | 4
COc1cc(NC(=O)CN2c3cccc4cccc(c34)S2(=O)=O)cc(OC)c1OC | -1.4 | -0.9 | 4 | -3.6 | -3.5 | -2 | -1.8 | -20 | 1.2 | -0.3 | -156
COc1cc(S(=O)(=O)N2CCCCC2)ccc1NC(=O)c1ccncc1 | 3.6 | -0.2 | 2 | -1.6 | -1.7 | -1 | -1.2 | 6 | -1.3 | 0.7 | -8
CCS(=O)(=O)Nc1cccc(C2=NN(C(C)=O)C(c3cccs3)C2)c1 (configuration not stated) | -0.3 | -0.4 | -1 | -4.0 | -1.4 | 2 | -1.2 | -4 | 2.4 | -2.3 | -8
